Screening results as filed in PubChem BioAssay.
TbPYK inhibitor: blocks Trypanosoma brucei pyruvate kinase; Q57TT1; TbPYK enzyme, Kinase-Glo Plus ATP luminescence, 45 min; Potency, µM (highest dose often 76.8 µM), for inactives: top-dose activity, negative = inhibition, actives largely listed as inhibitors; actives 0.12% (n = 410,000); further: potency means the concentration at half of the fitted maximal effect; on the % scale 0 is the no-effect control and ±100 the full control effect; nearly all actives have a fitted effect of over 50% in size
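T. brucei PYK with substrate was exposed to pin-transferred compounds across a concentration series, then started with 130 uM ADP (final). After 45 min at room temperature, Kinase-Glo Plus luminescence was read, normalized and curve-fitted.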
Pf growth 48h: inhibits P. falciparum growth in the first generation, 48 h | Potency, µM (series often up to 28.7 µM), for the others: at the highest dose activity change, negative = inhibition, actives largely listed as inhibitors | actives 5.9% (n = 310,000) | AID 504832 | P. falciparum luciferase growth in erythrocytes, 48 h; further: potency means the concentration at half of the fitted maximal effect; on the % scale 0 is the no-effect control and ±100 the full control effect
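Read-out is firefly luciferase luminescence from an integrated reporter in P. falciparum, so falling signal marks reduced parasite growth. Infected erythrocytes were at 2% hematocrit and 0.1% parasitemia (final) in Albumax-supplemented RPMI 1640.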
CHX counter: counter-screen hit for Shiga toxin inhibitors, cycloheximide; cell reporter, cycloheximide protein synthesis inhibition counterscreen; actives 12% (n = 300,000); max response, %; in the data active means max response mostly above about 13%, no sharp cut-off; inactive means mostly below about 14%; further: read at 38.3 µM for the half of the compounds with a filed dose; 0% is about no effect
LmPK inh: blocks Leishmania mexicana pyruvate kinase activity. Q27686. purified LmPK, Kinase-Glo ATP luminescence, 1 h. Potency, µM (series often up to 57.5 µM), without a hit: at the top dose activity change, negative = inhibition, actives largely listed as inhibitors. actives 0.37% (n = 290,000). AID 1721; further: potency means the concentration at half of the fitted maximal effect; on the % scale 0 is the no-effect control and ±100 the full control effect
Target sequence (Q27686 whole entry, looked up): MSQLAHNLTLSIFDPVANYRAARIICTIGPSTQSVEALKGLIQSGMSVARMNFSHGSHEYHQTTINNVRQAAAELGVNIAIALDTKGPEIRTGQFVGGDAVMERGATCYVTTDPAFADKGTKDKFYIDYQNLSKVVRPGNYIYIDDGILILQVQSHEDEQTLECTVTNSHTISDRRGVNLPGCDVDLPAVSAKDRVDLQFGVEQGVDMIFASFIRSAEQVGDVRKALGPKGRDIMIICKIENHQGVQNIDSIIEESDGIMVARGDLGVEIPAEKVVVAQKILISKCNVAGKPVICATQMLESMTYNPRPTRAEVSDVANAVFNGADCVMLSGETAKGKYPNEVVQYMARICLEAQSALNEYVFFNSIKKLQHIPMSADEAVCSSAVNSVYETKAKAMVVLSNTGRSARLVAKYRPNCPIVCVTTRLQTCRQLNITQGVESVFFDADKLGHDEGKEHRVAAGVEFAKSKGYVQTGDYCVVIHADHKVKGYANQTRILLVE
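In 50 mM imidazole pH 7.2 with 7 mM MgCl2, LmPK (0.1 nM) turned over PEP (0.5 mM) and ADP (0.1 mM) for 1 h at room temperature. Luciferase read-out of ATP.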
Shiga inhibitor: inhibitors of Shiga toxin in Vero cells. inhibition, % at 38.7 µM. actives 9.2% (n = 290,000). Vero cells, Shiga toxin protein synthesis inhibition reporter. AID 2315; in the data active means inhibition mostly above about 28%, no sharp cut-off; inactive means mostly below about 43%; further: 0% is about no effect
AmpC no deterg: AmpC beta-lactamase inhibition without detergent; AmpC nitrocefin hydrolysis, absorbance 480 nm, 0.0001% Triton; Potency, µM (highest dose often 57.1 µM), for inactives: at the top dose activity change, negative = inhibition, hits mostly inhibitors; actives 0.52% (n = 330,000); AID 485341;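 further: potency means the concentration at half of the fitted maximal effect; plate controls were no compound for no effect and no enzyme for full effect; nearly all actives have a fitted effect of over 20% in size; some results filed as inactive show a strong effect at the top dose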
Target sequence (P00811 whole entry, looked up): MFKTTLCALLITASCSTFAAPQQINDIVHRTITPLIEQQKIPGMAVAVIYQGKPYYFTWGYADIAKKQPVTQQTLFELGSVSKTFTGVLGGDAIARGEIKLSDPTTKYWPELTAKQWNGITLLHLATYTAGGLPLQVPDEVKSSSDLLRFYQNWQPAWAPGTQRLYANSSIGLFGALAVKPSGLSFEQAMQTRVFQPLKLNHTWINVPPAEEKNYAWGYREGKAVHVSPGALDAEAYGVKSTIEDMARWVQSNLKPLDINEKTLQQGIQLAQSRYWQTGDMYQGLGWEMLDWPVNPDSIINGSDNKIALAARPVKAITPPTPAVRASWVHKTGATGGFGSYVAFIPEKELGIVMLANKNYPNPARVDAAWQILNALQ
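AmpC (5.3 nM in the dispensed reagent) in 20 mM phosphate pH 7.0 with 0.01% (detergent screen) or 0.0001% Triton X-100 was preincubated with compounds for 15 min at room temperature. Nitrocefin was then added from an 800 uM solution, and hydrolysis was followed at 480 nm.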
Pf growth 96h: P. falciparum growth inhibition at 96 hour, primary screen for plastid delayed-death inhibitors; P. falciparum luciferase reporter growth, 96 h; Potency, µM (series often up to 28.7 µM), for inactives: at the top dose activity change, negative = inhibition, actives largely listed as inhibitors; actives 6.9% (n = 320,000); AID 504834; further: potency means the concentration at half of the fitted maximal effect; on the % scale 0 is the no-effect control and ±100 the full control effect
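Readout is luminescence from an integrated firefly luciferase in P. falciparum. Red cells, 2% hematocrit and 0.05% parasitemia final, were cultured with compound through two parasite generations (96 hours) at 37 C, 5% CO2.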
* hit, by the source's call; i = inactive; ? = inconclusive; / = no result given; [ ] = another dose, or the depositor's remark. Unless noted, the call rests on the fitted dose curve; in most records, active means well fitted curve in the direction sought with a large enough effect; inconclusive means small, poorly fitted or top-dose-only effect, or another doubt; inactive means no such curve, though single readings can be large; an effect the other way counts as inactive or inconclusive. Compounds were not picked by outcome; about 22% have a hit in one of these screens.

SMILES | TbPYK inhibitor | Pf growth 48h | CHX counter | LmPK inh | Shiga inhibitor | AmpC no deterg | Pf growth 96h
O=C(NCc1ccc2c(c1)OCO2)C1CC(=O)N(c2ccc(Cl)cc2)C1 (stereo not drawn) | 2% | -7% | -4 | -3% | 1 | 23% | 29%
CSCCC(NC(=O)c1ccc([N+](=O)[O-])cc1Cl)C(=O)OCC(=O)NC1CCCC(C)C1C (stereo not drawn) | -2% | 14% | -2 | 4% | -10 | 45% | 34%[activator]
O=C(NCc1ccco1)c1ccccc1-c1nc(-c2ccccc2)no1 | -6% | / | 11 | 0% | 17 | -17% | 51%[activator]
Cn1c(=O)c2c(nc(N/N=C/c3cccs3)n2Cc2ccccc2)n(C)c1=O | -1% | ? | 2 | -1% | -5 | -33% | 10µM*
CCC(C)c1ccccc1NC(=S)Nc1cccnc1 (stereo not drawn) | -6% | ? | -3 | -2% | -8 | -17% | 111%[activator]
N#Cc1nc(COc2ccc(Cl)cc2)oc1N1CCCCCC1 | -1% | ? | 9 | 3% | 14 | -23% | /
O=C(C1=C(O)C(=O)N(CC2CCCO2)C1c1cccc(O)c1)c1ccco1 (stereo not drawn) | -2% | 24% | -8 | 3% | 1 | -24% | 0%
CC(C)OP(=O)(OC(C)C)C(Nc1ccccc1)c1cccnc1 (stereo not drawn) | 4% | -12% | -1 | 0% | 36 | 30% | -4%
Cc1ccc2oc(C(=O)NC3CCS(=O)(=O)C3)c(C)c2c1 (stereo not drawn) | -4% | 53%[activator] | 30* | 3% | 35* | 20% | 95%[activator]
O=S1(=O)CCOC[C@H](CC2CCCCC2)N1Cc1cccc(F)c1 | -3% | ? | 3 | -6% | -8 | 90%[activator] | ?
CCCCN(C)C(=O)c1nc2ccccn2c1CN1CCC[C@H]1C(=O)OC | -9% | 19% | -3 | -2% | -2 | -11% | ?
Cc1ccc2nccc(C(=O)N3CCCC(N4CCN(c5ccc(F)cc5)CC4)C3)c2c1 (stereo not drawn) | -12% | ? | -2 | -1% | -5 | -1% | 5%
COc1ccc(NS(=O)(=O)c2cc(NC(=O)Cc3c(F)cccc3Cl)ccc2OC)cc1 | 6% | 5.9µM* | / | / | / | -25% | ?
COc1ccc(N(CC(=O)Nc2cccc(C)c2)S(=O)(=O)c2ccc(C)cc2)cc1OC | 3% | -25% | -1 | 0% | -5 | -6% | 2%
Cc1ccccc1CN1C(=O)/C(=C\c2ccc(C(=O)NCCN3CCOCC3)cc2)Sc2ccccc21 | 0% | ? | 9 | 4% | -4 | 162%[activator] | ?
Cc1ccccc1OCC(=O)OCC(=O)NCCc1ccccc1 | 3% | 17% | / | / | / | -2% | 23%
c1ccc(-c2ncnc3cc4n(c23)CCC4)cc1 | 0% | -19% | -5 | -7% | -19 | -44% | ?
CN(CC1CCCO1)S(=O)(=O)c1ccc(C(=O)N2CCN(c3ccccc3)CC2)cc1 (stereo not drawn) | -8% | ? | -2 | 6% | 4 | 77%[activator] | -22%
CC1CC(C)(C)CC2(C1)NC(=O)N(CC(=O)NCCc1c[nH]c3ccccc13)C2=O (stereo not drawn) | 1% | -12% | 0 | 1% | -8 | -7% | -29%
COc1ccccc1NC(=O)/C(C#N)=C/c1cccnc1 | -1% | -13% | -1 | 1% | -1 | -29% | 6%
C=CCNC(=S)NNC(=O)COc1cccc(Cl)c1 | -21% | 7% | 7 | -2% | 13 | -23% | 44%[activator]
COc1ccc(C(=O)CCC(=O)NCCc2c[nH]c3ccccc23)cc1 | -1% | -11% | -2 | 2% | -8 | -21% | ?
O=C1C=C(c2ccc(C(=O)O)cc2)C[C@@H](c2ccc(Cl)cc2)C1 | 1% | -12% | / | / | / | -20% | 22%
CN(CCOc1ccc(Cl)cc1)C(=O)c1cc([N+](=O)[O-])ccc1N1CCOCC1 | -1% | -11% | / | / | / | 149%[activator] | ?
Cc1nc(Cl)c2c(n1)N(CC(N)=O)C(=O)CO2 | 0% | 4% | -1 | 1% | 5 | -14% | 1%
COC(=O)Cn1ncc2c3ccccc3n(C)c2c1=O | -6% | 38%[activator] | 25* | -3% | 43* | 0% | ?
CC(=O)c1ccc(NC(=S)N2CCN(CCN3C(=O)c4cccc5cccc(c45)C3=O)CC2)cc1 | -6% | -1% | -1 | -1% | 2 | -18% | ?
Nc1nc(SCC(=O)Nc2ccc(Cl)cc2C(F)(F)F)n[nH]1 | 5% | 10% | -4 | -7% | -27 | -40% | 14%
Cc1cc(C)nc(-n2nc(C)cc2NC(=O)c2cccc(S(=O)(=O)N(C)C)c2)n1 | -20% | ? | -4 | -1% | 7 | -10% | 2%
O=C1OCCC1Sc1nc2ccccc2c(=O)n1Cc1ccc(F)cc1 (stereo not drawn) | -7% | -6% | 3 | 7% | -6 | -47% | -4%
CCOC(=O)c1sc(NC(C)=O)c(C(=O)OCC)c1C | -6% | 7% | 0 | -2% | -19 | -14% | i
COc1ccc(-c2noc(CCCC(=O)NC3CCCCC3)n2)cc1OC | 4% | -9% | 3 | 3% | -1 | 43% | -10%
CCOC(=O)c1cnn2c(C)cc(-c3ccccc3)nc12 | 3% | 63%[activator] | 36* | 1% | 68* | 0% | ?
Cc1cc(Cl)c(OCCOCCN2CCC(C)CC2)c(Br)c1 | 8% | ? | -7 | -5% | -6 | 8% | 12µM*
Clc1ccc(Cn2nnc3ccccc32)cc1 | -5% | 20% | -1 | -6% | 9 | -14% | 2%
CC(=O)c1sc(NC(=O)c2ccc(C)cc2)nc1C | 2% | 309%[activator] | 54* | -14% | 107* | -17% | 102%[activator]
CC(C)CCNC(=O)C(C)N(Cc1ccc(F)cc1)C(=O)c1ccc(CN2CCOCC2)o1 (stereo not drawn) | -5% | -15% | -2 | -2% | -1 | 117%[activator] | 19%
COc1ccc(C(=O)c2cnc3ccccc3c2-c2ccccc2)cc1 | 0% | ? | -5 | 5% | -27 | 1% | ?
COc1ccc(CCn2c(C)cc3c(c2=O)C(c2ccncc2)C(C#N)=C(N)O3)cc1OC (stereo not drawn) | -8% | -3% | 2 | 8% | 24 | -20% | -25%
CC(C)n1c(O)c(N=Nc2ccc(Cl)nn2)c2ccccc21 | 11% | 51%[activator] | -1 | 0% | -4 | -11% | -8%

Compound profiles (already shown). Values in the order: TbPYK inhibitor, Pf growth 48h, CHX counter, LmPK inh, Shiga inhibitor, AmpC no deterg, Pf growth 96h
Record of C=CCNC(=S)NNC(=O)COc1cccc(Cl)c1 : -21%, 7%, 7, -2%, 13, -23%, 44%[activator]
Record of Cc1cc(Cl)c(OCCOCCN2CCC(C)CC2)c(Br)c1 : 8%, ?, -7, -5%, -6, 8%, 12µM*
Record of CC(=O)c1sc(NC(=O)c2ccc(C)cc2)nc1C : 2%, 309%[activator], 54*, -14%, 107*, -17%, 102%[activator]
Record of Cc1ccc2nccc(C(=O)N3CCCC(N4CCN(c5ccc(F)cc5)CC4)C3)c2c1 (stereo not drawn) : -12%, ?, -2, -1%, -5, -1%, 5%

(more compounds)
SMILES | TbPYK inhibitor | Pf growth 48h | CHX counter | LmPK inh | Shiga inhibitor | AmpC no deterg | Pf growth 96h
Cc1ccc(S(=O)(=O)N2CCCCC2CCNC(=O)C(=O)NCc2ccccc2)cc1 (stereo not drawn) | -9% | ? | / | / | / | -4% | ?
Cc1ccc(N2NC3(CCN(C(N)=O)CC3)NC2=O)cc1 | -8% | 17% | -2 | 1% | 15 | -8% | 31%[activator]
Cc1oc(-c2ccccc2F)nc1CSCC(=O)NC1CC1 | -11% | 4% | -3 | 3% | -9 | -8% | 16%
CCc1nc(-c2ccccc2)cc(=O)[nH]1 | -5% | 19% | -2 | 4% | -29 | -17% | /
CCOC(=O)N1CCC(NC(=O)c2cc(S(=O)(=O)N3CCc4ccccc43)cn2C)CC1 | -16% | ? | -4 | -2% | -13 | -3% | ?
CCOC(=O)CN1C(=O)S/C(=C/c2ccc(N3CCCCC3)o2)C1=O | -14% | 45%[activator] | 2 | -5% | -17 | -9% | 88%[activator]
CCC(=NCc1ccco1)c1c(O)n(-c2ccccc2)c(=O)[nH]c1=O | 2% | 9% | -2 | 2% | -12 | -18% | 21%
Cc1ccc(C(=O)Nc2ccc(Cc3ccncc3)cc2)cc1[N+](=O)[O-] | 0% | ? | 0 | 9% | -18 | -40% | ?
Cc1ccc(C(=O)NCc2nnc3c(C(F)(F)F)cc(Cl)cn23)o1 | -4% | 27% | -2 | 2% | 3 | -12% | 29%
Cn1c(SCC(=O)c2c(N)n(C)c(=O)n(C)c2=O)nnc1-c1ccccc1 | -1% | 8% | -1 | -2% | -4 | -25% | ?
COc1ccccc1CC(=O)NNS(=O)(=O)c1ccccc1[N+](=O)[O-] | 1% | -2% | -1 | 2% | -8 | 21% | ?
COc1ccc(C(=O)c2cnc[nH]2)cc1OC | 5% | 16% | -3 | 0% | -1 | -6% | 2%
O=C(N/N=C/c1ccccc1O)c1ccc2c(c1)OCO2 | -6% | -6% | 50* | -9% | 96* | -24% | 104%[activator]
CCCN(C(=O)c1cc(-c2ccco2)nc2ccccc12)c1c(N)n(Cc2ccccc2)c(=O)[nH]c1=O | 0% | ? | / | / | / | -1% | ?
O=C1c2ccccc2S(=O)(=O)N1Cc1nc2ccccc2s1 | 1% | 86%[activator] | -3 | 0% | -23 | -6% | i
Cc1cc(C)c2nc(N3CCC(C(=O)N4CCN(C(=O)c5ccco5)CC4)CC3)sc2c1 | 7% | / | -1 | 5% | -6 | 141%[activator] | ?
CCCC(=O)OCC(=O)Nc1cc([N+](=O)[O-])ccc1OC | 4% | 55%[activator] | -1 | -2% | -10 | -20% | 21%
COc1ccc(CC(=O)OCC(=O)Nc2ncc(Cl)cc2Cl)cc1OC | -2% | / | -3 | 1% | -7 | 69%[activator] | 71%[activator]
CCOC(=O)C(Cc1ccccc1)C(=O)Nc1cccc2ccccc12 (stereo not drawn) | -3% | 0% | 11 | 3% | 1 | -12% | ?
Cn1c(SCC(=O)Nc2ccccc2)nnc1-c1ccc2nonc2c1 | -3% | 13% | -2 | -10% | -2 | -2% | 13%
Cc1ccc(CC(=O)NCCCn2ccnc2)cc1 | -9% | 10% | -1 | 3% | -3 | -12% | 28%
CCOc1ccc(Br)cc1S(=O)(=O)Nc1ccc(NC(=O)c2ccccc2F)cc1 | -6% | -23% | -1 | 0% | -1 | -22% | 0%
CN(CC(=O)Nc1ccc(Cl)c(C(F)(F)F)c1)C(=O)Cc1c[nH]c2ccccc12 | -1% | -8% | / | / | / | -24% | 15%
C=CCNC(=S)/N=c1/ccccn1CC | 1% | 6% | -1 | 1% | -1 | -8% | -3%
Cc1ccccc1-n1c(SC2CCOC2=O)nnc1-c1ccncc1 (stereo not drawn) | -4% | 33%[activator] | 11 | 2% | 8 | -7% | 34%[activator]
CCCOc1ccc(-c2c(C(=O)N/N=C/c3cccnc3)nnn2-c2nonc2N)cc1 | -1% | -4% | -6 | 13% | -12 | 3% | 14%
